PTAP-TSG101 blk = qHTS Validation Assay for Inhibitors of HIV-1 Budding by Blocking the Interaction of PTAP/TSG101: Sytravon Library Screen; Potency, µM (top dose mostly 115 µM), for inactives: at the top dose activity change, negative = inhibition, actives largely listed as inhibitors; AID 1347069, 2019; Fluorescence polarization, FITC-PTAP peptide/Tsg101, 20 min; Tumor susceptibility gene 101 protein (Homo sapiens), Q99816; 44,000 tested, under 10 active; also: potency is read from the fitted curve at half-maximal effect; 0% is about no effect
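Compounds pinned into 10 uM Tsg101 binding domain, then 50 nM FITC-PTAP peptide added in pH 7.5 HEPES buffer; FP read after 20 min, room temperature. Total S+P intensity flags fluorescent compounds; active cut-off <25 µM, efficacy <60%.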
GALK inh = qHTS Assay for Inhibitors of Human Galactokinase (GALK): NCGC Sytravon Library Screen. AID 1347072, 2019. P51570. 44,000 tested, under 10 active. recombinant GALK, Kinase-Glo ATP luminescence, 1 h. Potency, µM (top dose mostly 57.5 µM), for the others: at the highest dose activity, negative = inhibition, actives largely listed as inhibitors;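 also: plate controls were full GALK reaction for no effect and reaction lacking GALK for full effect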
Target sequence (P51570 whole entry, looked up): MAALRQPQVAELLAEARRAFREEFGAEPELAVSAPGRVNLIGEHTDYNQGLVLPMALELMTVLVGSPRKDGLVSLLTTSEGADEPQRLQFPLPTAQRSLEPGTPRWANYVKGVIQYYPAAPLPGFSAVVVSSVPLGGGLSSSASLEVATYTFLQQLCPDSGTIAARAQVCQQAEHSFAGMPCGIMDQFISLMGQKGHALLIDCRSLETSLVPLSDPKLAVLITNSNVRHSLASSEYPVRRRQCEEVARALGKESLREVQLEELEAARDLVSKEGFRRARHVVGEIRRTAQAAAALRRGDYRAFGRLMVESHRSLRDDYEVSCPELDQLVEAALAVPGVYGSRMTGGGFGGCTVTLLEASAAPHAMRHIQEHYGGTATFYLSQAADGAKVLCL
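Reactions with and without enzyme served as controls. GALK at 5 nM phosphorylates 100 uM galactose using 35 uM ATP (HEPES pH 8.0, Mg2+) for 1 h at RT, with luminescence read 10 min after adding Kinase-Glo Plus.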
p53null 32C kill = qHTS Screen for Compounds that Selectively Target Cancer Cells with p53 Mutations: Cytotoxicity of p53 Null Cells at the Permissive Temperature | H1299-neo p53 null cells, ATP luminescence, 24 h, 32C | Potency, µM (series often up to 46.1 µM), inactives show at the highest dose activity change, negative = cytotoxicity, hits mostly cytotoxic | hit rate 0.62% among 55,000 | AID 903, 2007;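 also: potency is read from the fitted curve at half-maximal effect; 0% = DMSO only and -100% = full killing by 100 µM tamoxifen; nearly all actives have a fitted effect of over 55% in size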
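Cells lacking p53 (H1299-neo) are plated at 600 per well and allowed to settle overnight at 37C. Test compounds (up to 46 uM) are added and held 24 hours at 32C, then ATP is quantified by luminescence.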
B2AR arrestin ag = qHTS assay of beta-arrestin-biased ligands of beta2-adrenergic receptor: NCGC Sytravon Library Screen | HTLA Tango cells, beta-arrestin recruitment, luciferase luminescence, 18 h | Potency, µM (series often up to 46.1 µM), for the others: top-dose activation, most hits filed as activators | 44,000 tested, under 10 active | AID 1347077, 2019;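 also: potency is read from the fitted curve at half-maximal effect; 0% = DMSO and full agonism = EC100 isoproterenol or metaproterenol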
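Tango cells expressing recombinant beta2-AR and beta-arrestin were treated with compounds (up to 46 microM titration) in DMEM with 1% FBS for 18 hr at 37 degrees C. Beta-arrestin recruitment drove tTA-dependent luciferase, read by luminescence; curves were fitted and classed.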
p53null 39C kill = qHTS Screen for Compounds that Selectively Target Cancer Cells with p53 Mutations: Cytotoxicity of p53 Null Cells at the Nonpermissive Temperature | H1299 p53-null (neo) cells, 39C, ATPlite viability, 24 h | Potency, µM (titrated, usually from 46.1 µM), for inactives: at the top dose activity, negative = cell killing, most hits filed as cytotoxic | hit rate 0.97% among 55,000 | AID 904, 2007;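 also: potency is read from the fitted curve at half-maximal effect; 0% = DMSO only and -100% = full killing by 100 µM tamoxifen; nearly all actives have a fitted effect of over 50% in size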
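Cells seeded at 600/well, 37C overnight. Compound added (up to 46 uM), plates shifted to 39C for 24 hr. ATPlite added, luminescence read after 20 min at room temperature.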
NTMT1 inhibitor = Primary qHTS for Inhibitors of N-terminal methyltransferase 1 (NTMT1): MTaseGlo Assay; N-terminal Xaa-Pro-Lys N-methyltransferase 1 (Homo sapiens), Q9BV86; NTMT1 MTase-Glo SAH luminescence, purified enzyme; Potency, µM (highest dose often 114 µM), for inactives: at the top dose activity change, negative = inhibition, most hits filed as inhibitors; hit rate 2.5% among 59,000;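 also: potency is read from the fitted curve at half-maximal effect; plate controls were DMSO vehicle for no effect and no enzyme for full effect; nearly all actives have a fitted effect of over 65% in size; many of its hits are not listed in these tables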
FH mod = Identification of activators of human fumarate hydratase by quantitative high-throughput screening | hit rate 0.22% among 54,000 | FH coupled MDH/diaphorase resazurin fluorescence, 15 min | AID 1347055, 2019 | Potency, µM (series often up to 79.9 µM), without a hit: top-dose activity change, negative = inhibition, hits mostly inhibitors; also: potency is read from the fitted curve at half-maximal effect; % is scaled to controls: 0 for no effect and ±100 for the full control effect; the screen sought activators but most active calls are inhibition curves; nearly all actives have a fitted effect of over 45% in size
Target sequence (P07954 whole entry, looked up): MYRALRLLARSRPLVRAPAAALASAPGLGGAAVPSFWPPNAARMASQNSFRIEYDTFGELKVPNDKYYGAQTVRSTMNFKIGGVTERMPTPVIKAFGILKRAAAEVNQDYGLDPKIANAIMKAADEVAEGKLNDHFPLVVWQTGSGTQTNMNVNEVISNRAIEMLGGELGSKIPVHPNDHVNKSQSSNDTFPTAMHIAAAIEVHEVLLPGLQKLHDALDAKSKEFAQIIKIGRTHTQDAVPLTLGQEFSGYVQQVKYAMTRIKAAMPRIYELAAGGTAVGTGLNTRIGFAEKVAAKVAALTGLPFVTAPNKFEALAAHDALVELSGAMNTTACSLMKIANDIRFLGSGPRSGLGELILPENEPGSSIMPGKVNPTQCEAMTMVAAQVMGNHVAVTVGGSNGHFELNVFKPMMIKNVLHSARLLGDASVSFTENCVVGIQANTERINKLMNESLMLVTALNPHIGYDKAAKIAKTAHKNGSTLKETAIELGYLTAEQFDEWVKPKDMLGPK
Numbers without * were called inactive; ? = inconclusive; nt = not tested or not shown; [ ] = dose if it differs, or a comment. Calls follow the shape of the dose curve; as a rule, active = well fitted curve in the direction sought with a large enough effect; inconclusive = small, poorly fitted or top-dose-only effect, or another doubt; inactive = no such curve, though single readings can be large; an effect the other way counts as inactive or inconclusive. A portion of the library; count on the stated rates, not on these rows.

nr	mol	p53null 32C kill	FH mod	GALK inh	NTMT1 inhibitor	B2AR arrestin ag	p53null 39C kill	PTAP-TSG101 blk
1	CC(=O)c1ccc(NC(=O)CSc2nnc(NC(=O)NC3CCCCC3)s2)cc1	6.31µM*	-4.6%	-5.0%	-7.9%	0.0%	7.94µM*	-2.7%
2	CN1C(=O)Cc2cc(S(=O)(=O)CCC(=O)Nc3ccc(OC(F)(F)F)cc3)ccc21	-5.0%	8.1%	-0.7%	1.2%	2.1%	-7.1%	-5.9%
3	CCOC(=O)c1cnc2c(ccc3ccccc32)c1Nc1ccc(OCC)cc1	0.3%	-6.2%	-2.1%	9.3%	0.3%	1.0%	0.0%
4	CN1C(=O)c2ccccc2Sc2ccc(NC(=O)N3CCN(c4ccccc4F)CC3)cc21	1.4%	-27.9%	0.5%	?	0.8%	92.0%[activator]	-4.2%
5	CCOC(=O)c1cnc2ccc(Cl)cc2c1Nc1ccc(N2CCOCC2)cc1	-25.3%	?	-0.1%	1.1%	1.0%	-14.4%	0.9%
6	CCOC(=O)C1CCN(C(=O)C2CCN(S(=O)(=O)c3c(C)noc3/C=C/c3ccc(C)cc3)CC2)CC1	3.2%	-30.5%	2.9%	11.4%	-0.5%	28.4%	-0.2%
7	COc1ccccc1CCNC(=O)C1(c2cccs2)CCOCC1	-1.5%	-2.0%	0.1%	5.2%	-0.1%	11.6%	1.6%
8	CCn1c(=O)cc(SCC(=O)NCc2ccccc2OC)c2ccccc21	4.6%	10.6%	-0.6%	-0.3%	-1.6%	?	-2.0%
9	CCCCC(=O)OC1=C(C(=O)c2ccccc2)N(CCC)S(=O)(=O)c2ccccc21	-25.2%	-16.7%	-0.3%	8.4%	?	-12.3%	-0.3%
10	COc1ccc(N2CCN(c3nc4ccccc4n4c(C)nnc34)CC2)cc1	4.6%	-0.2%	3.4%	79.4µM*	-0.4%	5.7%	-2.7%
11	CCOc1ccccc1NC(=O)C1CCN(S(=O)(=O)c2ccc3[nH]c(=O)ccc3c2)CC1	-3.4%	6.4%	1.0%	0.0%	0.4%	1.4%	1.2%
12	COc1ccc(Cn2c(C(=O)O)c(CNC3CCC(C)CC3)c3ccc(C)cc32)cc1 (stereo unspecified)	1.1%	-4.6%	0.3%	2.7%	0.2%	-16.0%	-5.2%
13	Cc1ccc(CNC(=O)c2cc3c(=O)n(Cc4ccco4)ccc3nc2C)cc1	6.1%	nt	-1.9%	nt	-0.3%	?	-4.1%
14	O=C(NCCN1CCN(c2cccc(Cl)c2)CC1)Nc1ccccc1C(F)(F)F	5.9%	3.0%	0.5%	-5.6%	1.2%	-8.5%	-0.1%
15	Cc1ccc(Cl)cc1N1CCN(C(=O)COc2cc(=O)n(C)c3ccccc23)CC1	-2.1%	-33.2%	8.0%	-2.1%	-1.6%	14.2%	-0.9%
16	Oc1cccc(-c2nc(-c3cccs3)c(-c3cccs3)[nH]2)c1	-0.5%	?	1.4%	10.5%	-1.4%	-14.5%	-0.4%
17	O=C(Nc1cccnc1)c1cc(-c2ccc(Cl)cc2)on1	-1.7%	0.0%	-14.3%	1.5%	1.0%	-8.7%	-13.0%
18	COC(=O)CC1Oc2ccc(C)cc2-n2cc(-c3ccc(F)cc3)nc21 (stereo unspecified)	nt	-7.7%	-1.1%	4.9%	0.8%	nt	-1.9%
19	COc1ccc(NC(=O)C2CCCN2S(=O)(=O)c2ccc3c(c2)CCCC(=O)N3)cc1Cl (stereo unspecified)	-7.8%	9.9%	-2.8%	-9.4%	-0.4%	-18.0%	-6.9%
20	COc1ccc(Cl)cc1NC(=O)N1CCN(Cc2cc(=O)n3nc(-c4ccccc4)sc3n2)CC1	16.1%	-9.3%	0.0%	12.6%	-0.6%	11.0%	-2.9%
21	CCOc1ccccc1NC(=O)c1nc2nc(C)cc(C(F)F)n2n1	-3.0%	1.2%	1.6%	-0.3%	1.7%	-1.7%	0.6%
22	COc1cccc(N2CCN(C(=O)Cn3nc(C)n4c(cc5c(OC)cccc54)c3=O)CC2)c1	-0.6%	-2.3%	-1.5%	-3.7%	0.6%	4.7%	-11.6%
23	COc1ccc2cc(CNc3ccc(C)cc3)c(=O)n(CC(=O)Nc3ccc(C)cc3Cl)c2c1	0.7%	-7.2%	1.4%	4.0%	-0.7%	-10.7%	-4.5%
24	CC(=O)NCCNc1nc2c(-c3ccc(C)cc3)nnn2c2ccccc12	-10.4%	-22.3%	7.3%	4.5%	0.8%	-9.7%	0.2%
25	Cc1cccc(C(=O)NCc2nnc(SCC(=O)Nc3ccccc3F)n2-c2ccccc2)c1	1.0%	-5.7%	9.8%	5.0%	1.0%	-13.1%	-1.8%
26	CC1CCN(C(=O)CSc2nc(-c3ccccc3)no2)CC1	-2.0%	3.8%	0.0%	14.1%	-0.8%	8.6%	-6.0%
27	Cc1nnc(NCc2ccc(Cl)cc2)c2c1nnn2Cc1ccc(F)cc1	-0.7%	6.8%	-13.2%	3.3%	-2.1%	-6.4%	1.2%
28	CCN(CC)S(=O)(=O)c1ccc2c(c1)nc(CN(C)C(=O)Nc1ccc(F)cc1)n2C	-3.4%	-29.0%	3.1%	12.3%	-0.4%	-3.0%	-2.1%
29	Cc1cc(Cl)ccc1OCC(=O)N(Cc1ccc(N(C)C)cc1)C1CCS(=O)(=O)C1 (stereo unspecified)	5.3%	-16.4%	2.3%	?	0.3%	-15.4%	0.2%
30	CCOc1ccc(CNC(=O)CN2N=C(c3ccccc3)CCC2=O)cc1OC	-2.9%	-1.1%	1.4%	-2.9%	-1.0%	0.8%	0.9%
31	Cc1cccc(-c2noc(CN(C3CCCCC3)S(=O)(=O)c3ccc(F)cc3)n2)c1	3.8%	-10.9%	-10.0%	9.8%	0.0%	16.9%	0.4%
32	CCCCCn1c(CCCNC(=O)c2ccccc2OC)nc2ccccc21	9.5%	-16.4%	3.4%	1.1%	0.2%	-1.6%	-6.6%
33	COc1cc2c(cc1OC)C(COc1cccc(C(F)(F)F)c1)N(C(=O)c1ccc(S(=O)(=O)N3CCCC3)cc1)CC2 (stereo unspecified)	1.9%	-21.7%	-4.9%	8.3%	-1.1%	0.7%	-0.1%
34	Cc1cccc(N2CCN(C(=O)C(C)n3nc(C)n4c(cc5occc54)c3=O)CC2)c1C (stereo unspecified)	-2.7%	-9.1%	-0.1%	?	-2.7%	-1.1%	-3.3%
35	COc1ccc(N(C(=O)c2ccc(C)cc2)S(=O)(=O)c2ccc(Cl)cc2)cc1	25.7%	-29.0%	2.9%	7.5%	-0.4%	33.5%[activator]	0.0%
36	Cc1ccccc1CSc1nc2cc(C(=O)NC3CCCC3)ccc2c(=O)n1Cc1ccccc1	9.2%	-9.4%	-7.4%	5.6%	0.0%	9.2%	-0.6%
37	Cc1ccc(-c2cnc(C3CC3)o2)cc1S(=O)(=O)Nc1cccc(C)c1C	11.5%	?	1.4%	-2.9%	0.7%	20.8%	-2.5%
38	CCCc1cnc2c(c1SCC(=O)Nc1ccc([N+](=O)[O-])cc1)c(=O)n(C)c(=O)n2C	-9.2%	4.7%	-3.8%	-7.4%	-3.1%	22.2%	0.1%
39	CCc1nnc(NC(=O)c2nc(SCc3ccc(F)cc3)ncc2Cl)s1	1.8%	1.6%	0.8%	11.5%	-1.8%	-12.6%	-0.1%
40	COc1ccc(NC(=O)CN(C)S(=O)(=O)c2ccc3c(c2)CCCN3C(C)=O)cc1Cl	-5.1%	-9.9%	-0.4%	-1.1%	-1.6%	21.7%	-6.8%
41	Cc1cccc(Cn2c(=O)n(CCc3ccccc3)c(=O)c3c(C)c(C)sc32)c1	5.3%	-13.0%	4.7%	6.2%	-0.2%	29.2%	-0.4%
42	Cc1ccc(-n2c(SCC(=O)O)nc3sc4c(c3c2=O)CCCC4)cc1	1.0%	-2.3%	0.5%	-0.1%	0.3%	21.2%	1.1%
43	Cc1ccc(NC(=O)CSc2nc(C)c(Cc3ccccc3)c(=O)[nH]2)cc1	10.9%	-0.7%	0.0%	10.5%	-1.5%	-1.3%	-9.5%
44	COc1ccc(N2CCN(C(=O)c3ccc4c(Cl)c5c(nc4c3)CCCC5)CC2)cc1	-2.2%	-16.5%	7.4%	-14.6%	1.0%	-10.0%	1.7%
45	COc1ccc(S(=O)(=O)NCC(c2ccco2)S(=O)(=O)c2ccc(C)cc2)cc1F (stereo unspecified)	9.1%	-11.4%	-4.5%	3.3%	-3.7%	-1.5%	1.3%
46	Cc1ccc(N(CC(=O)Nc2ccc(Br)c(C)c2)S(=O)(=O)c2cccs2)cc1	7.1%	2.7%	8.0%	7.5%	9.2%	-13.0%	0.0%
47	CCOc1ccc(C2C(=O)N(C3CCCCC3)CC(=O)N2Cc2ccc(F)cc2)cc1OC (stereo unspecified)	-7.4%	nt	1.3%	nt	-0.3%	2.0%	1.8%

3 entries from above in a different format.
Values in the order: p53null 32C kill	FH mod	GALK inh	NTMT1 inhibitor	B2AR arrestin ag	p53null 39C kill	PTAP-TSG101 blk
#1 CC(=O)c1ccc(NC(=O)CSc2nnc(NC(=O)NC3CCCCC3)s2)cc1
→ 6.31µM*	-4.6%	-5.0%	-7.9%	0.0%	7.94µM*	-2.7%
#2 CN1C(=O)Cc2cc(S(=O)(=O)CCC(=O)Nc3ccc(OC(F)(F)F)cc3)ccc21
→ -5.0%	8.1%	-0.7%	1.2%	2.1%	-7.1%	-5.9%
#3 CCOC(=O)c1cnc2c(ccc3ccccc32)c1Nc1ccc(OCC)cc1
→ 0.3%	-6.2%	-2.1%	9.3%	0.3%	1.0%	0.0%

2 entries from above, set out differently:
[46] Cc1ccc(N(CC(=O)Nc2ccc(Br)c(C)c2)S(=O)(=O)c2cccs2)cc1
  p53null 32C kill = 7.1%	FH mod = 2.7%	GALK inh = 8.0%	NTMT1 inhibitor = 7.5%	B2AR arrestin ag = 9.2%	p53null 39C kill = -13.0%	PTAP-TSG101 blk = 0.0%
[47] CCOc1ccc(C2C(=O)N(C3CCCCC3)CC(=O)N2Cc2ccc(F)cc2)cc1OC (stereo unspecified)
  p53null 32C kill = -7.4%	FH mod = nt	GALK inh = 1.3%	NTMT1 inhibitor = nt	B2AR arrestin ag = -0.3%	p53null 39C kill = 2.0%	PTAP-TSG101 blk = 1.8%

Assay outcomes (PubChem)
